STAT1 activator = increases IFN-gamma driven STAT1 reporter signal; 2.6% of 200,000 active; AID 932; activation (% of control), % at 5.5 µM; NIH 3T3 STAT1-luciferase reporter, luminescence; 100% = IFN-gamma alone, no compound;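 active means activation above the screen-wide mean activation plus 3 SD, cut at about 130% in these data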;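 further: raw ratio to IFN-gamma control signal so 100% means no change and 0% no light; values of inactives mirror those of a sister screen read the other way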
FLuc inh counter = counter-screen for luciferase assay inhibitors: firefly luciferase inhibition. ATPLite firefly luciferase biochemical luminescence, 10 min. inhibition, % at 10 µM. 1.5% of 200,000 active. AID 1006;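 active means inhibition above about 50% when tested at 10 µM, limit read from the data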
Target sequence (P08659 whole entry, looked up): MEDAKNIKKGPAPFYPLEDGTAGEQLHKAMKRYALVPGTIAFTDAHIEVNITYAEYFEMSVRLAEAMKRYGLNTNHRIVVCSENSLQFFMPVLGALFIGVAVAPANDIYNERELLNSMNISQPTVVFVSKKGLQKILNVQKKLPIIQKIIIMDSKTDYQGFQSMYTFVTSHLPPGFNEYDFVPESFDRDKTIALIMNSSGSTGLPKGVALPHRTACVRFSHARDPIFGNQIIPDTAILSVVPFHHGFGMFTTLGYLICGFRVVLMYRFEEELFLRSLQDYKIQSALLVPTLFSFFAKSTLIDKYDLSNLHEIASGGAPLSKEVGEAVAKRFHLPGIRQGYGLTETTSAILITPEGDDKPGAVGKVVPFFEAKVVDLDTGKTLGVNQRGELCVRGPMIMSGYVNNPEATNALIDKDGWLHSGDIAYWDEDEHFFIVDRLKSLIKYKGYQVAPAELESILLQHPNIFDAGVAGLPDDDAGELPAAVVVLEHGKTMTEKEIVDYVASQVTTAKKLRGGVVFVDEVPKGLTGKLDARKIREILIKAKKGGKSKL
APP 5'UTR act = activates APP 5'UTR luciferase reporter | activation, % at 2 µM | 1% of 190,000 active | SH-SY5Y APP 5'UTR luciferase reporter, luminescence; zero percent = DMSO vehicle wells;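 active means activation above a set limit, based on mean plus 3 SD of controls, cut at about 140% in these data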; further: values of inactives mirror those of a sister screen read the other way
STAT3 blocker = inhibitors of IL-6 induced STAT3 signaling | U3A cells, IL-6 STAT3-luciferase reporter, luminescence; host cell line lacks STAT1 | inhibition, % at 5.5 µM | 0.89% of 190,000 active | AID 862;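 active means inhibition above the mean inhibition across all screened compounds plus 3 SD, cut at about 44% in these data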;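 further: 0% = DMSO only wells and 100% = 100 µM nifuroxazide control wells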
STAT3 act = activators of IL-6 induced STAT3 signaling. 0.91% of 190,000 active. U3A cells, IL-6 STAT3-luciferase reporter, luminescence; 100% = signal with IL-6 EC80 alone. activation (% of control), % at 5.6 µM. AID 871;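 active means activation above the screen-wide mean of compound activation plus 3 SD, cut at about 130% in these data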;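 further: 0% = background luminescence of wells with medium and substrate only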
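Detection: reporter luminescence signal / Assay system: STAT1-lacking human U3A cells, STAT3 luciferase reporter / Incubation: compound pre-incubation 1 h before IL-6, then 6 h stimulation at 37 °C / Control set: IL-6-only high control / Read-out: % activation relative to IL-6 control / Probe or stimulus: Interleukin-6, 33 ng/mL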
STAT1 inh = reduces IFN-gamma driven STAT1 reporter signal. NIH 3T3 STAT1-luciferase reporter, luminescence. inhibition, % at 5.5 µM. 0.35% of 200,000 active. AID 920;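 active means inhibition above a set limit, the mean inhibition across all tested compounds plus 3 SD, cut at about 34% in these data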;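 further: 0% = IFN-gamma with DMSO and 100% = IFN-gamma with 300 µM nifuroxazide; values of inactives mirror those of a sister screen read the other way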
Hsp70 act = transcriptional activators of Hsp70. activation, % at 10 µM. HeLa Hsp70 promoter luciferase reporter, luminescence; scaled: vehicle 0, proteasome-inhibitor control 100%. 0.04% of 200,000 active;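 active means activation above the mean across all tested compounds plus 3 SD, cutoff set per campaign, cut at about 5.5% in these data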;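 further: 100% = MG132 at 30 µM as the positive control and 0% = DMSO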
APP 5UTR inh = APP translation inhibition. inhibition, % at 2 µM. 0.82% of 190,000 active. SH-SY5Y APP 5'UTR-luciferase reporter, luminescence. AID 1285;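 active means inhibition above a set limit, derived from the sample mean plus 3 SD, cut at about 45% in these data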; further: values of inactives mirror those of a sister screen read the other way
NF-kB neuron act = compounds increasing NF-kB expression in human neuronal cells. AID 1239. 1.6% of 190,000 active. fold change at 12.5 µM. NF-kB reporter expression; hits give high values; in the data active means fold change above about 3.3
RAM inhibit = inhibitors of the yeast RAM network; 1.8% of 190,000 active; inhibition, % at 50 µM; AID 868; S. cerevisiae dse1pr::URA3 reporter, 5-FOA growth OD615, 2 d; analog-sensitive cbk1-as2 kinase mutant strain;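 active means inhibition above a set limit, 3 SD over mean compound inhibition, cut at about 8.4% in these data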;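 further: 0% = DMSO-only wells with no growth and 100% = 10 µM 1-NA-PP1 full growth; inhibition rescues growth on 5-FOA so higher OD means more RAM inhibition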
* hit, by the source's call; x = no result given.

canonical_smiles,STAT1 activator,FLuc inh counter,APP 5'UTR act,STAT3 blocker,STAT3 act,STAT1 inh,Hsp70 act,APP 5UTR inh,NF-kB neuron act,RAM inhibit
COc1cnc(-c2ccccn2)nc1Sc1ccc(C)cc1,100,-7,-6,9,97,0,-0.3,6,0.67,-1.2
COc1ccc(CCN=C(NS(=O)(=O)c2ccccc2)c2ccccc2)cc1OC,98,-5,0,5,98,2,-0.1,0,1.2,3.8
c1ccc([C@H]2CC3C[C@@H](c4ccccc4)N2O3)cc1,96,-1,-8,9,95,5,-0.4,8,0.99,1.2
NC(=O)[C@@H]1CCCN1Cc1nc(Cc2cccc(C(F)(F)F)c2)no1,98,-6,-1,11,95,0,-0.1,1,x,0.5
CCC(C)NC(=O)c1c(C)cc(=O)oc1C (stereo not drawn),98,-2,7,6,103,3,-0.3,-7,1.1,-0.8
O=c1oc2ccccc2c2[nH]ccc12,99,-5,1,14,91,-1,0.1,-1,1.1,1.7
OCC1CCCN(c2ncnc3scc(-c4ccccc4)c23)C1 (stereo not drawn),94,5,15,6,102,7,-0.1,-14,0.96,-0.1
Cc1cccc(N(C)C(=O)c2cc3cc4ccc(C)cc4nc3o2)c1,114,8,-12,25,81,-15,0.0,12,1.5,0.9
Cc1c(C(=O)NC(=S)Nc2ccc3c4c(cccc24)CC3)cccc1[N+](=O)[O-],101,-5,-14,19,91,1,-0.2,14,1,3.5
Cc1ccc(CNc2oc(-c3ccco3)nc2C#N)cc1,106,-2,8,5,99,-6,0.3,-8,1.1,0.7
CCOC(=O)C1=C(C)C(c2ccc(OC)cc2)NC(=O)N1 (stereo not drawn),93,-5,-4,8,99,6,0.0,4,1.1,0.8
COC(=O)c1cc2sc(Cl)cc2n1CC(=O)NCC1CCCO1 (stereo not drawn),104,-8,11,5,99,-4,0.3,-11,1,1.5
O=C(Nc1sc2c(c1C(=O)NCC1CCCO1)CCCC2)c1cccs1 (stereo not drawn),101,-5,2,19,89,-1,-0.2,-2,0.8,1.5
Cc1cc(NC(=O)CSc2nc3c(cc2C#N)CCCCC3)no1,115,-6,191*,-2,108,-17,0.7,-191,1.3,1.6
COc1cc2c(cc1OC)C(C(=O)NCc1cccnc1)C(c1cccnc1)N(C)C2=O (stereo not drawn),99,-3,14,7,99,1,-0.3,-14,1.3,0.5
O=C(CN1CCOCC1)N1CCN(S(=O)(=O)c2ccccc2)C1c1ccccc1 (stereo not drawn),91,-12,6,22,86,10,-0.1,-6,0.74,-0.4
COc1ccc(NC(=S)N(CCN(C)C)C(C)c2ccco2)cc1Cl (stereo not drawn),103,-2,10,6,93,-4,-0.2,-10,1.2,-0.7
CC1(C)C([N+](=O)[O-])C(c2ccc(Cl)cc2)NC(c2ccc(Cl)cc2)C1[N+](=O)[O-] (stereo not drawn),100,-10,-7,-10,104,0,-0.3,8,0.87,6.3
CC1CC(C)CN(S(=O)(=O)N2CCC(C(=O)NCc3ccco3)CC2)C1 (stereo not drawn),96,-2,17,0,104,1,0.0,-17,1,0.1
COc1ccc(OC)c(N(CC(=O)N2CCCCC2)S(=O)(=O)c2ccc(OC)c(OC)c2)c1,96,-5,-4,2,102,4,-0.4,4,1.2,0.6
O=C(C(NS(=O)(=O)c1cccs1)c1ccccc1)N1CCN(c2ccccc2F)CC1 (stereo not drawn),98,-6,-7,-1,101,2,-0.2,7,1,5.2
O=C(COC(=O)/C=C/c1ccc(Cl)cc1)NCCc1ccccc1,92,-4,4,2,96,9,-0.3,-4,0.94,-0.1
Cc1ccccc1-n1c(SCC(=O)N2CCOCC2)nc(O)cc1=O,105,-9,19,0,103,-5,0.1,-19,0.99,0.3
Cc1nnc(N/N=C/c2ccco2)n1N,109,-7,5,2,100,-12,0.0,-6,0.98,1.0
O=C(c1ccco1)N1CCCN(Cc2nc(Cc3ccccc3)no2)CC1,97,-5,11,-1,104,1,-0.5,-11,0.91,1.5
O=C(Oc1cccc(OC(=O)N2CCCCC2)c1)N1CCCCC1,97,0,6,8,95,2,-0.6,-6,1.1,7.5
CC(C)(C)C(=O)N=C1SC2CS(=O)(=O)CC2N1c1ccc2c(c1)OCO2 (stereo not drawn),94,-6,4,-5,108,7,-0.3,-4,1.4,2.3
CCOC(=O)c1cc(-c2ccccc2)sc1NC(=O)C(C)Sc1nnc(C)s1 (stereo not drawn),96,-7,10,12,92,5,-0.5,-10,1.4,11*
Nc1nc2n(n1)C(c1ccco1)CC(c1ccc(Cl)c(Cl)c1)N2 (stereo not drawn),97,0,11,26,82,4,-0.4,-11,0.94,0.0
CCc1ccc(NC(=O)CSc2nnc(-c3n[nH]c4ccccc34)n2-c2ccccc2)cc1,90,-8,-6,5,96,12,-0.3,6,1.2,3.6

Overlap with the part before: three compounds, then new ones.
canonical_smiles,STAT1 activator,FLuc inh counter,APP 5'UTR act,STAT3 blocker,STAT3 act,STAT1 inh,Hsp70 act,APP 5UTR inh,NF-kB neuron act,RAM inhibit
CCOC(=O)c1cc(-c2ccccc2)sc1NC(=O)C(C)Sc1nnc(C)s1 (stereo not drawn),96,-7,10,12,92,5,-0.5,-10,1.4,11*
Nc1nc2n(n1)C(c1ccco1)CC(c1ccc(Cl)c(Cl)c1)N2 (stereo not drawn),97,0,11,26,82,4,-0.4,-11,0.94,0.0
CCc1ccc(NC(=O)CSc2nnc(-c3n[nH]c4ccccc34)n2-c2ccccc2)cc1,90,-8,-6,5,96,12,-0.3,6,1.2,3.6
CCOc1ccc(/C=N/NC(=O)c2cc(-c3ccco3)nc3ccccc23)cc1,96,53*,-18,-8,105,4,0.3,18,1.3,3.7
Cc1ccc(C2(c3noc(CN(C)CC4CCCCO4)n3)CCCC2)cc1 (stereo not drawn),100,-3,14,2,101,-2,-0.3,-14,1,-1.6
COC(=O)c1cc2sccc2n1CC(=O)Nc1cc(OC)cc(OC)c1,102,0,-3,10,98,-2,-0.2,3,1.1,7.1
O=C(NC1CC1)C1CCCN(C(=O)Nc2ccc(F)cc2)C1 (stereo not drawn),97,-4,2,22,87,3,-0.1,-2,1.4,0.7
COc1ccc(C2C(C#N)=C(N)OC3=C2C(=O)CC(C)(C)C3)c([N+](=O)[O-])c1OC (stereo not drawn),107,-4,8,5,97,-8,-0.1,-8,0.96,1.1
CC(=O)C1=C(O)C(=O)N(C2CCCCC2)C1c1ccccc1 (stereo not drawn),102,-4,-6,9,95,-2,-0.3,6,0.88,0.4
Cc1c(Cl)cn2c(=O)cc(CN3CCN(c4ccccc4)CC3)nc2c1Cl,96,-7,0,-2,105,3,-0.4,0,1.1,1.5
CCn1c(O)c(C(C#N)=C2N=c3ccccc3=N2)c2ccccc21,99,-1,4,10,101,2,0.0,-4,0.59,4.8
O=c1c2cc(NC(=S)N3CCCCCC3)ccc2nc2n1CCCCC2,90,-8,-12,12,92,9,0.3,12,0.85,0.9
CCCCS(=O)c1snnc1C (stereo not drawn),95,-9,-4,9,96,5,-0.5,4,0.95,-0.1
Cc1cccc(NC(=O)NC(C)C(c2ccccc2)N2CCN(C)CC2)c1 (stereo not drawn),99,1,-11,-9,108,0,-0.1,10,1.2,0.7
CCCCN=C1N/C(=C\c2ccco2)C(=O)N1c1ccccc1,108,-3,8,8,98,-9,0.2,-8,0.62,1.7
O=C(CSc1ncnc2c1oc1ccccc12)N1CCN(c2ccccc2)CC1,102,x,16,-1,105,-2,-0.2,-16,x,x
Cn1c(Cn2c(C(F)(F)F)nc3ccccc32)nc2ccccc21,90,-6,-1,2,105,11,-0.6,1,0.87,0.7
C=CCn1c(Cc2cccs2)nnc1SCC(=O)Nc1ccc(OC)c(OC)c1,106,-4,-7,10,95,-6,0.6,7,0.99,0.7
CCCNC(=O)c1nn2cc(Br)cnc2c1Cl,90,0,31,12,94,9,-0.2,-32,x,1.3
Cc1c(NC(=O)c2cc(-c3ccccc3)on2)c(=O)n(-c2ccccc2)n1C,100,-7,14,2,100,0,-0.2,-14,1.2,1.0
Cc1cc(C(=O)COc2ccccc2C(N)=O)c(C)n1C,110,13,-1,25,83,-15,0.4,1,1.1,1.8
Cc1ccc(C(=O)NCc2ccco2)cc1S(=O)(=O)N1CCCCC1,92,-6,10,8,96,9,-0.1,-10,1.1,2.1
Nc1nc(SCC(=O)NCc2ccco2)[nH]c(=O)c1-c1ccccc1,95,-8,-18,13,91,5,-0.6,18,1.1,2.9
CCCCn1c(SCC(=O)NCc2ccccc2)nc2ccc(N3CCOCC3)cc2c1=O,108,-1,-3,3,100,-8,0.4,3,1,1.2
COc1ccc(CNC(=O)COC(=O)c2n[nH]c3ccccc23)cc1OC,94,-3,17,18,87,7,-0.1,-17,1.1,0.5
COc1ccc(CCCC(=O)Nc2ccc(F)cc2)cc1,105,-4,-5,-6,107,-6,-0.3,5,1.3,0.7
Cc1cc(C)nc(NS(=O)(=O)c2ccc(N/C=C\C(=O)c3cccs3)cc2)n1,135*,-2,16,13,94,-40,0.1,-16,1,3.5
CCc1nc2ccccc2n1Cc1ccccc1OC,88,-3,-3,7,96,13,-0.2,3,0.73,-0.5
O=C(NCc1cccs1)C1CCCN(S(=O)(=O)c2cnc[nH]2)C1 (stereo not drawn),99,-6,-8,5,100,1,-0.5,8,1.3,2.6
CCOc1cc(-c2noc(CCC(=O)Nc3cccnc3)n2)ccc1OC,97,1,-5,2,104,4,-0.2,5,0.92,3.5
COC(=O)c1sccc1NC(=O)Nc1cccc(Cl)c1Cl,99,-6,6,18,86,1,0.3,-6,1,4.7
O=C(COc1ccccc1[N+](=O)[O-])NCCC1=CCCCC1,110,-1,-28,3,104,-10,-0.2,28,1.4,0.9
CCN(CC(=O)Nc1cc(Cl)ccc1C)C(=O)C1CCCCC1,96,-6,7,3,98,3,0.2,-7,1.2,2.2
COc1ccc(Cl)cc1NC(=O)N1CCN(S(C)(=O)=O)CC1,109,-4,-12,-3,105,-8,-0.3,12,1.2,2.3
CCNC(=O)C1=C(O)c2sccc2N(C)S1(=O)=O,99,1,8,-3,103,0,0.0,-8,1.1,-0.9
CC(C)c1nc(N2CCCC2)c(C#N)c2c1CCCC2,106,-2,13,4,102,-7,-0.2,-13,1.2,0.7
CCOC(=O)CSc1nnc(CNC(=O)Cc2ccccc2)n1-c1ccccc1OC,100,-3,-10,0,104,-1,-0.3,10,1.1,0.2
Cc1ccc(-n2c3c(c(=O)[nH]c2=O)C(NS(=O)(=O)c2ccc(Cl)cc2)(C(F)(F)F)C(=O)N3)cc1 (stereo not drawn),91,-2,-3,4,96,9,-0.3,3,1.3,0.5
O=C(O)Cc1cc2c(s1)CCCCC2,89,-8,5,0,100,12,0.1,-5,0.96,-1.1
CCOc1cc(C2C(C#N)=C(N)OC3=C2C(=O)CC(C)(C)C3)cc([N+](=O)[O-])c1O (stereo not drawn),95,-5,21,2,103,5,0.1,-22,1.1,-0.3

Source: PubChem BioAssay (several laboratories)
